Screening results from PubChem BioAssay.
FUS suppressor – rescues growth of FUS-expressing yeast | S. cerevisiae FUS-expressing, growth rescue, OD600, 24 h | Potency, µM (doses to about 76.6 µM), without a hit: top-dose growth rescue (activation), actives largely listed as activators | hit rate 0.24% among 390,000 | AID 1347120;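 also: potency is read from the fitted curve at half-maximal effect; plate controls were DMSO vehicle for no effect and reference control for full effect; nearly all actives have a fitted effect of over 55% in size; some results filed as inactive show a strong effect at the top dose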
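Yeast expressing FUS under galactose induction, OD 0.005 in 2% galactose medium; compounds in a dilution series, 24 h at 30C. Growth rescue by absorbance at 600 nm; CP55940 positive control, DMSO negative.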
aSyn rescue – alpha-synuclein toxicity inhibition in yeast; Yeast expressing alpha-synuclein, growth rescue, BacTiter-Glo, 24 h; Potency, µM (titrated, usually from 46.1 µM), without a hit: at the top dose growth rescue (activation), actives largely listed as activators; hit rate 0.14% among 370,000; AID 652106; also: potency is read from the fitted curve at half-maximal effect; % of control where 0% means no effect; nearly all actives have a fitted effect of over 65% in size
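Rescue of yeast growth: cells expressing toxic alpha-synuclein, induced in galactose at OD600 0.02, incubated with compound 24 h at 30 C. ATP luminescence quantified growth; inhibitors of toxicity appear as activators.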
Mm-Cpn inhibitor – inhibitors of Methanococcus maripaludis chaperonin (MmCpn) | purified Mm-Cpn ATPase, ADP Transcreener TR-FRET | Potency, µM (titrated, usually from 76.9 µM), without a hit: at the highest dose activity, negative = inhibition, actives largely listed as inhibitors | hit rate 0.031% among 330,000; also: potency is read from the fitted curve at half-maximal effect; % is scaled to controls: 0 for no effect and ±100 for the full control effect; nearly all actives have a fitted effect of over 80% in size
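Purified archaeal Mm-CPN (25nM final) preincubated 10 min at 37degC with compound, then 10uM ATP for 30 min at 37degC; ADP measured by HTRF Transcreener TR-FRET; buffer 30 mM TRIS pH 7.4, 100mM KCl, 5mM MgCl2, 1mM DTT.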
Abeta yeast res – compounds reversing amyloid beta toxicity in yeast | yeast expressing A-beta42, growth rescue, OD600, 48 h; response scale: 0% DMSO, 100% iron-clioquinol control | Potency, µM (highest dose often 46.1 µM), inactives show at the top dose growth rescue, usual class: activators | hit rate 0.063% among 410,000; also: potency is read from the fitted curve at half-maximal effect; nearly all actives have a fitted effect of over 55% in size
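Yeast growth medium received pinned compounds, then yeast cells expressing toxic A-beta were added; plates incubated at 30 C for 48 hr. Growth read as absorbance at 600 nm, normalized to DMSO and equimolar FeCl3 plus clioquinol controls.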
HEK293 tox – cytotoxicity in counter-screen for GLP-1R inverse agonists; Potency, µM (series often up to 38.3 µM), without a hit: at the highest dose activity change, negative = inhibition, actives largely listed as inhibitors; HEK293 cAMP-luciferase reporter cells, luminescence, 24 h; hit rate 0.13% among 410,000;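 also: loss of luciferase light is scored as toxicity; potency is read from the fitted curve at half-maximal effect; % is scaled to controls: 0 for no effect and ±100 for the full control effect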
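1536-well qHTS counterscreen of the MLSMR; 200 cells/uL, 12 h pre-incubation, 23 nL cpd, 24 h at 37 deg C 5% CO2, luciferase detection reagent, 12 min RT, luminescence. Inhibition = undesired.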
TDP-43 yeast inh – TDP-43 toxicity inhibition in yeast; Potency, µM (series often up to 46.1 µM), for the others: at the highest dose growth rescue (activation), hits mostly activators; TDP-43 expressing yeast growth rescue, BacTiter-Glo, 24 h; hit rate 1.8% among 410,000; also: potency is read from the fitted curve at half-maximal effect; % of control where 0% means no effect; nearly all actives have a fitted effect of over 50% in size
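Luminescence from BacTiter-Glo reports growth of TDP-43-expressing yeast after 24 hr at 30 deg C with compound. Cells were raffinose-pregrown to mid-log, then seeded in galactose medium at OD600=0.02.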
GLP-1R inv ag – GLP-1 receptor (human) inverse agonism; hit rate 1.6% among 410,000; HEK293 GLP-1R CRE-luciferase, luminescence, 24 h; GLP-1R form is constitutively active; Potency, µM (top dose mostly 38.3 µM), without a hit: at the highest dose activity change, negative = inhibition, actives largely listed as inhibitors; also: potency is read from the fitted curve at half-maximal effect; % is scaled to controls: 0 for no effect and ±100 for the full control effect; nearly all actives have a fitted effect of over 55% in size
Target sequence (P43220 whole entry, looked up): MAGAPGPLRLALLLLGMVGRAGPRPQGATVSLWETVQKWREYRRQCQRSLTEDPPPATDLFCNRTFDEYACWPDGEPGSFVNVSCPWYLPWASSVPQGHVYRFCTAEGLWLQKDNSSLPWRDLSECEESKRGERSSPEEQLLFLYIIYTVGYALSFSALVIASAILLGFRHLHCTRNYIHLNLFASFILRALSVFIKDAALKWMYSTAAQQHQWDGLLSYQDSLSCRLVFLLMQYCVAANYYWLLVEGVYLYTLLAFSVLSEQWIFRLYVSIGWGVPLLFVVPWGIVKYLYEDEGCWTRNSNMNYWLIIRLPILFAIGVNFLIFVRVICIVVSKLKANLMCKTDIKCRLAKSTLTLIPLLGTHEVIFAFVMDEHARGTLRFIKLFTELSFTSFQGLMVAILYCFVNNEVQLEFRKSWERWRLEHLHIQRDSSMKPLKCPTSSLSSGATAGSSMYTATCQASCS
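Assay principle: reduced luminescence from a cAMP-responsive reporter in HEK293 cells co-expressing a constitutively active GLP-1R. Conditions: 24 hr compound incubation, 37 deg C, 5% CO2.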
pAkt inh – Akt phosphorylation inhibition; AID 651550; activity change, % for hits at 50 µM; hit rate 0.32% among 360,000; Neuro2A IGF-stimulated pAkt S473 HTRF, 20 min; active compounds read low; in the data active = activity change below about -80%; inconclusive = mostly about -51% to -80%; also: % is scaled to controls: 0 for no effect and ±100 for the full control effect
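Neuro2A cells (4,500/well, DMEM with 0.5% FBS) were treated with compound at a single 50 µM final concentration, stimulated with 6 nM IGF for 20 min at 37 °C, and lysed. Phospho-Akt Ser473 was read by HTRF as 665/615 ratio ×10^4.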
PTHR1 ag – agonists of human PTHR1 parathyroid hormone receptor; HEK293 GP2 PTHR1 cells, GloSensor cAMP luminescence, 1 h; Potency, µM (doses to about 115 µM), for the others: at the top dose activation, hits mostly activators; hit rate 0.075% among 410,000; also: potency is read from the fitted curve at half-maximal effect; nearly all actives have a fitted effect of over 55% in size; some results filed as inactive show a strong effect at the top dose; inactives centre near -15; many of its hits are not listed in these tables
Target sequence (Q03431 whole entry, looked up): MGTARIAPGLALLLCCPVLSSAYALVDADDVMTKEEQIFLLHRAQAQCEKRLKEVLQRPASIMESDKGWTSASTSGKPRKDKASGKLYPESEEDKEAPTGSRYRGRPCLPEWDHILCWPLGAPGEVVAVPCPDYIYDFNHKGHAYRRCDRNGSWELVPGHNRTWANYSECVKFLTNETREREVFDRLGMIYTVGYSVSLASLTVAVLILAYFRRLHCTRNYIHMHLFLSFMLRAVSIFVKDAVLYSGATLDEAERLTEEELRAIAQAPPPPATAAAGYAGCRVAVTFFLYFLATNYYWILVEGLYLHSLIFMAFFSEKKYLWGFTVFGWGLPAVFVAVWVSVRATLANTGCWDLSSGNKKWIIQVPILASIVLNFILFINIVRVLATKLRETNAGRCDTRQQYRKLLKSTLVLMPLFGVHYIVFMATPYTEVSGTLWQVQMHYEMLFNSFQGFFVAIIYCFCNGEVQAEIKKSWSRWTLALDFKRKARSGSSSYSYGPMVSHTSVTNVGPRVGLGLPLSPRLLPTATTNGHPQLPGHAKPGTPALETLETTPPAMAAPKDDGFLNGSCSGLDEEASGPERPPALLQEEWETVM
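HEK-293-derived GP2 cells expressing PTHR1 and a GloSensor cAMP reporter, 3,000/well, plated overnight, given luciferin plus IBMX (each 0.5 mM as added) for 1 h at 37 °C, then compound for 1 h at 37 °C. Luminescence was read after 15 min at room temperature.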
Numbers without * were called inactive; i = inactive; ? = inconclusive; nt = no result given; & = joins results of further samples; [ ] = dose if it differs, or a comment. Unless noted, calls follow the shape of the dose curve; as a rule, active = well fitted curve in the direction sought with a large enough effect; inconclusive = small, poorly fitted or top-dose-only effect, or another doubt; inactive = no such curve, though single readings can be large; an effect the other way counts as inactive or inconclusive. Only part of the results is shown; count on the stated rates, not on these rows.

SMILES	FUS suppressor	aSyn rescue	Mm-Cpn inhibitor	Abeta yeast res	HEK293 tox	TDP-43 yeast inh	GLP-1R inv ag	pAkt inh	PTHR1 ag
Cc1ccc(NC(=O)CSc2nccn2Cc2ccccc2)cc1C	9%	19%	2%	16%	-7%	25%	?	i	-40%[inhibitor][57.5 µM]
COc1ccc(C(=O)NCCS(=O)(=O)NCc2ccc3c(c2)OCO3)cc1	2%	0%	2%	11%	3%	19%	3%	i	i
Cc1cccc(C(=O)N2CCN(S(=O)(=O)N3CCCCC3)CC2)c1	nt	10%	-1%	1%	0%	14%	-24%	i	i
Cc1nnsc1C(=O)N/N=C/c1ccccc1	5%	-2%	2%	-19%	0%	-24%	1%	i	i
COc1ccc(CN(C(=O)Cn2nnc(-c3ccc(C)o3)n2)C(C(=O)NCC2CCCO2)c2ccco2)cc1 (stereo not given)	9%	-1%	3%	-31%[inhibitor]	1%	-28%	-28%	i	i
COCCCN(C(=O)c1ccc(N2CCCC2=O)cc1)c1c(N)n(Cc2ccccc2)c(=O)[nH]c1=O	20%	0%	0%	6%	5%	-18%	6%	i	-17%
O=C1CC(NS(=O)(=O)c2ccc(F)cc2)CN1c1ccc2c(c1)OCCO2 (stereo not given)	-10%	8%	0%	12%	-7%	?	-8%	i	-15%
Cc1cc(Nc2ccc(Cl)cc2)n2ncnc2n1	0%	0%	2%	4%	14%	14%	5%	i	i
COc1ccccc1/C=N/NC(=O)c1cc2c(ccc3ccccc32)o1	15%	-5%	-3%	-6%	0%	1%	3%	i	-66%[inhibitor]
COc1ccc(S(=O)(=O)N2CCCCCC2)cc1NC(=O)CC1OC(=O)c2ccccc21 (stereo not given)	5%	-13%	1%	1%	13%	-11%	11%	i	i
O=C(Nc1ccccc1C(=O)N/N=C/c1ccc(O)cc1)c1ccccc1	7%	-18%	-1%	-32%	-11%	-30%[inhibitor]	6%	i	i
COC(=O)c1ccc(N2CCN(S(=O)(=O)c3ccc(C)cc3)CC2)c([N+](=O)[O-])c1	12%	0%	0%	0%	8%	-6%	?	i	4%
CC(=O)NC1=NN(C(C)=O)C2(CCCC2)S1	-9%	1%	-2%	7%	16%	17%	24%	i	i
Cc1noc(C)c1NC(=O)Nc1cccc2c1O[C@H](CN(C)S(=O)(=O)c1cn(C)cn1)[C@@H](C)CN([C@H](C)CO)C2=O	-4%	1%	3%	-2%	-1%	11%	14%	i	-7%
c1ccc(C(Cc2nc(-c3ccncc3)no2)c2ccccc2)cc1	7%	1%	-1%	5%	1%	35µM*	0%	i	-33%
O=C(NCC1CCCO1)c1cn(-c2ccccc2)nc1-c1ccccc1 (stereo not given)	20%	-7%	-3%	-20%	1%	22%	-17%	i	i
Cc1nc(N)sc1-c1csc(Nc2cccc(C(=O)O)c2)n1	30%	3%	-6%	-3%	-4%	1%	9%	i	i
COC(=O)c1ccc(S(=O)(=O)N2CCN(C(c3ccccc3)c3ccccc3)CC2)n1C	16%	-1%	0%	8%	1%	7%	?	i	i
CCN(C(=O)COC(=O)c1cc(S(=O)(=O)N2CCOCC2)c(Cl)cc1Cl)C1CCS(=O)(=O)C1 (stereo not given)	7%	0%	-2%	0%	-4%	-7%	6%	i	i
CCCNC(=O)NC(=O)COc1c(F)c(F)cc(F)c1F	-28%	-1%	-2%	6%	3%	13%	16%	-102%*	i
O=C(CCN1CCCO1)NC1CCCc2c1cnn2-c1ccccc1F (stereo not given)	-4%	1%	2%	9%	1%	21%	-21%	i	i
Cc1cc(=O)n2nc(N3CCCC(C(=O)NCc4ccco4)C3)sc2n1 (stereo not given)	-2%	9%	-2%	-4%	-1%	0%	-4%	i	i
CC(=O)c1[nH]c(C)c(C(C)=O)c1C	0%	2%	-3%	0%	11%	7%	1%	i	i
Clc1nc(-c2ccccc2)ncc1Oc1ccccc1	-2%	-9%	nt	-24%	39%[activator]	17%	-26%	i	i
CCOC(=O)C1(C)CCN1C(=O)c1ccc(C(C)(C)C)cc1 (stereo not given)	1%	4%	nt	-10%	1%	?	-20%	i	-23%
C/C(=N\NC(=O)C(C)Sc1ccccc1)C(C)(C)C (stereo not given)	3%	0%	0%	8%	18%	-10%	-17%	i	i
O=C(CN1CCN(C(=O)c2ccco2)CC1)Nc1cc(C(F)(F)F)ccc1Cl	3%	-2%	-22%	-4%	-12%	25%	6%	i	-6%
O=C(c1cc(COc2cccc(C(F)(F)F)c2)on1)N1C[C@H]2CC[C@H]1C2	nt	-7%	0%	-19%	-1%	25%	?	i	-45%[inhibitor]
CCOC(=O)COc1ccc2c(=O)c(-c3ccccc3)coc2c1	18%	-5%	-1%	6%	-2%	-19%[1.82 µM]	-3%	i	-17%
O=C(O)CC[C@@H](C(=O)O)N1C(=O)c2ccccc2C1=O	-7%	-8%&-12%	0%	1%	5%	?	5%	nt	1%
O=C(CCC1N=C2c3ccccc3N=C(SCc3ccc(Cl)cc3)N2C1=O)NCCc1ccccc1 (stereo not given)	32µM*	nt	nt	3%	-11%	15%	?	nt	-42%[inhibitor]
O=C(Nc1ccccc1N1CCCC1)c1cc(Cl)ccc1Cl	-26%	5%	-11%	2%	-1%	?	-22%	i	i
O=[N+]([O-])c1ccc(N/N=C/c2cn(Cc3ccc(F)cc3)c3ccccc23)nc1	9%	-3%	-6%	13%	-1%	0%	?	i	-15%
COc1ccc(C(=O)N/N=C/c2ccc(N3CCOCC3)s2)cc1OC	22%	-1%	-11%	0%	-8%	12%	16%	i	-32%[inhibitor]
Cc1cc(NC(=O)CN(C)S(=O)(=O)c2ccc(-c3ccc(=O)[nH]n3)s2)ccc1Br	4%	-4%	0%	3%	-7%	-11%	21%	i	-9%
Brc1ccc2nc(N3CCN(c4ccccc4)CC3)sc2c1	-17%	0%	0%	3%	-26%	14%	1%	i	i
Cc1c(Cl)c([N+](=O)[O-])nn1CCCC(=O)Nc1cccc(Cl)c1	nt	5%	0%	8%	-26%	0%	?	i	i
COc1cccc(/C=N/Nc2cc(N3CCOCC3)ncn2)c1O	16%	5%	-13%	-9%	-6%	nt	-21%	i	i
CC(=O)Nc1ccc(S(=O)(=O)Nc2nc3ccc(C)cc3s2)cc1	0%	-1%	0%	12%	1%	4%	4%	i	-18%[57.5 µM]
COc1ccc(-c2c(C)nn3c(N4CCOCC4)cc(C)nc23)cc1OC	10%	-3%	-3%	-9%	13%	-2%	59%[activator]	i	-1%
CCOc1ccc(NS(=O)(=O)c2cccc(C(=O)NCC3(N(C)C)CCCCC3)c2)cc1	17%	-4%	-1%	-10%	-11%	-28%	10µM*	i	-1%
Cc1ccc2ncnc(Oc3ncccc3[N+](=O)[O-])c2c1	-19%	-5%	-3%	22%	-14%	16%	59%[activator]	i	i
COc1ccc(N2CCN(c3nc(Cl)nc(Nc4ccc(F)cc4)n3)CC2)cc1	2%	3%	0%	5%	?	15%	-35%	i	-9%
CC(C)(C)NC(=O)C(c1ccc(O)cc1)N(C(=O)Cn1nnc(-c2ccc(F)cc2)n1)c1ccccc1F (stereo not given)	?	-2%	1%	-57%[inhibitor]	-11%	-12%	8.9µM*	i	-21%
CCCCNC(=O)OC(C)CNC(=O)Oc1cccc(C)c1 (stereo not given)	21%	0%	1%	0%	6%	-8%	1%	i	i
Cc1ccc(-n2nc(C)c3c(C(F)(F)F)cc(-c4cccnc4)nc32)cc1Cl	-23%	nt	nt	-3%	-4%	9%	6%	nt	15%
COc1ccc(NC(=O)Nc2ncn(Cc3cccc(C(F)(F)F)c3)n2)cc1OC	15%	nt	-1%	9%	-12%	21%	0%	nt	-36%[inhibitor]
C=CCn1c(SCc2cccnc2)nnc1-c1ccncc1	16%	-12%	4%	-19%	-1%	23%	9%	i	i
CCCCN1C(=S)NC[C@@H]1c1ccccc1	-13%	9%	nt	5%	?	15%	?	i	23%
O=C(c1ccc([N+](=O)[O-])cc1[N+](=O)[O-])N1CCc2ccccc21	-20%	2%	1%	19%	-14%	28%	7%	i	-11%

One compound at a time, from the list above. Order of values: FUS suppressor | aSyn rescue | Mm-Cpn inhibitor | Abeta yeast res | HEK293 tox | TDP-43 yeast inh | GLP-1R inv ag | pAkt inh | PTHR1 ag
C=CCn1c(SCc2cccnc2)nnc1-c1ccncc1 reads 16% | -12% | 4% | -19% | -1% | 23% | 9% | i | i
Cc1cccc(C(=O)N2CCN(S(=O)(=O)N3CCCCC3)CC2)c1 reads nt | 10% | -1% | 1% | 0% | 14% | -24% | i | i

Next compounds
SMILES	FUS suppressor	aSyn rescue	Mm-Cpn inhibitor	Abeta yeast res	HEK293 tox	TDP-43 yeast inh	GLP-1R inv ag	pAkt inh	PTHR1 ag
CC1CN(C(=O)/C=C/c2cccc([N+](=O)[O-])c2)CC(C)O1 (stereo not given)	-38%	3%	nt	18%[9.22 µM]	-14%	20%	4%	i	-7%
O=C1CCCC2=C1CC(C(=O)OCc1ccccc1)C(=O)N2Cc1ccccc1 (stereo not given)	36%	15%	nt	-9%	1%	-20%	-16%	i	-10%
O=C(NCCc1nc2ccccc2n1Cc1c(F)cccc1Cl)c1ccco1	8%	nt	nt	-8%	-3%	0%	3%	nt	i
Cc1ccc(/C=C2\C(=N)N3N=C(CC(=O)N4CCOCC4)SC3=NC2=O)o1	17%	0%	0%	-5%	?	-16%	16%	i	-28%
Cc1ccccc1NC(=O)COc1ccc(Br)cc1C	15%	11%	-2%	13%	10%	?	15%	i	-25%
